# ST2 IL33 inh: blocks human ST2 binding to IL-33. Q01638. AlphaLISA ST2-Fc/biotin-IL-33 interaction, 1 h. inhibition, % for hits at 17 µM. 2.3% of 78,000 active. AID 1259354; in the data active = inhibition above about 30%; inconclusive = mostly about 10% to 28%
# Target sequence (Q01638 whole entry, looked up): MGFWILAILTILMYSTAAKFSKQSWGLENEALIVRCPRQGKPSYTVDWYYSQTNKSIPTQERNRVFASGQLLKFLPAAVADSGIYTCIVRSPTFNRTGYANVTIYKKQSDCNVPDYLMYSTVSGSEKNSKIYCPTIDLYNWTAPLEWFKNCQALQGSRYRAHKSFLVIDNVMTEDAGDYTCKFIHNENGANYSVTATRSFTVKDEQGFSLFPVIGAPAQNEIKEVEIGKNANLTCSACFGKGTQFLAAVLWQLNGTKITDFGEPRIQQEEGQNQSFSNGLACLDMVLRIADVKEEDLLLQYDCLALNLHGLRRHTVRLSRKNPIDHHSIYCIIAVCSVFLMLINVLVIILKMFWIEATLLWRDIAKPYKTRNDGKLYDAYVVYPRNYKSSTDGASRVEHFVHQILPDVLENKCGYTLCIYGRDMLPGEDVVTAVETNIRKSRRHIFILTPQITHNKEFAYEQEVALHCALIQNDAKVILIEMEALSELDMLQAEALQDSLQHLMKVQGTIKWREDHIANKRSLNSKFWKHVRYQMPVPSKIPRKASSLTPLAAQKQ
# Numbers without * were called inactive; i = inactive; ? = inconclusive. The list is partial, so the mix of outcomes need not match the whole.
# Preview:
SMILES,ST2 IL33 inh
O=C1Nc2ccccc2N(O)N1c1ccccc1I,i
COc1ccc(N(C(C)=O)C2SC(=O)N(c3ccccc3)C2=O)cc1 (stereo unspecified),?
Cc1cc([N+](=O)[O-])nn1CCCC(=O)Nc1sc2c(c1C#N)CCC2,i
CCOC(=O)CCCN(Cc1ccc(F)cc1)S(=O)(=O)c1ccc(Br)cc1,i

# All compounds of this part, repeating the preview:
SMILES,ST2 IL33 inh
O=C1Nc2ccccc2N(O)N1c1ccccc1I,i
COc1ccc(N(C(C)=O)C2SC(=O)N(c3ccccc3)C2=O)cc1 (stereo unspecified),?
Cc1cc([N+](=O)[O-])nn1CCCC(=O)Nc1sc2c(c1C#N)CCC2,i
CCOC(=O)CCCN(Cc1ccc(F)cc1)S(=O)(=O)c1ccc(Br)cc1,i
COc1ccc(C=Nc2cc(Cl)c(N)c(Cl)c2)cc1,85.0%*
O=c1c(CN2CCN(c3ccc(Cl)cc3)CC2)coc2ccccc12,i
O=C(CSC1=Nc2ccccc2C2=NC(c3ccccc3)C(=O)N12)NC1CCCCC1 (stereo unspecified),i
COc1cc(C2C(C(=O)Nc3ccccc3)=C(C)Nc3nnnn32)cc(OC)c1OC (stereo unspecified),i
O=C1CC(N2CCN(c3ccc(F)cc3)CC2)C(=O)N1c1ccc(F)cc1 (stereo unspecified),?
Cc1ccc(Nc2cc(C)nc(Nc3ccc(NC(=O)Cc4ccccc4)cc3)n2)cc1,i
CCC1=Nc2cc(C(=O)NCc3cccnc3)ccc2Sc2ccc(C)cc21,i
CC(C)c1nc(CCN2CCCCCC2=O)n(-c2ccccc2F)n1,?
CCc1ccccc1OCCN(C)C(=O)c1ccc2nccn2c1,?
CC(=O)N1N=C(c2cccs2)CC1c1ccc(C)cc1 (stereo unspecified),?
CC1=C(C(=O)Nc2cccnc2)C(c2ccccc2)n2nc(SCc3ccccc3F)nc2N1 (stereo unspecified),?
CCOC(=O)CSc1nc(C)c(C(C)=O)cc1C#N,?
Cc1ccccc1N1C(=O)c2cccnc2C1=O,i
CC1(C)NC(=O)N(CC(O)CN2CCCC2)C1=O (stereo unspecified),?
Cn1ncc([N+](=O)[O-])c1C(=O)O,i
Cc1ccccc1-c1cc(N2CCN(S(=O)(=O)c3ccc(F)cc3)CC2)ncn1,i
Nc1c(Oc2ccccc2)c(Oc2ccccc2)c(N)c2c1C(=O)c1ccccc1C2=O,92.0%*
CCOc1ccccc1C(=O)Nc1cc2c(cc1C(C)=O)OCO2,i
Cc1nn(Cc2ccccc2)c(C)c1NC(=O)CCCn1nc([N+](=O)[O-])c(Cl)c1C,i
CC(NC(=O)c1ccc2c(c1)ncn2CCO)c1ccc(O)c(F)c1 (stereo unspecified),i
COc1cccc(CN2CCC(C(=O)NC3CCCCCC3)CC2)c1,i
SMILES,ST2 IL33 inh
CC1=C[C@@H](CNC(=O)c2ccc(C#N)cc2)[C@H](C(C)C)C[C@H]1CC(=O)Nc1ccccn1,81.0%*
O=C1c2cccnc2CN1c1ccc2[nH]ncc2c1,i
Cc1ccc(-c2ccc(C=C3C(=O)OC(C)(C(C)(C)C)OC3=O)o2)cc1[N+](=O)[O-] (stereo unspecified),i
COc1ccc(-c2cc(C(=O)Nc3sc4c(c3C#N)CCC4)no2)cc1,i
CC1=C(C(=O)OC2CCCCC2)C(c2ccc(Cl)cc2)n2ncnc2N1 (stereo unspecified),i
O=C(ONc1ncnc2nonc12)c1ccccc1,i
Cc1cc(SCc2ccccc2)nc(=O)[nH]1,?
COc1ccc(Cl)cc1Nc1ncnc(N)c1[N+](=O)[O-],?
O=C(CSc1nc2c(cnn2-c2ccc(F)cc2)c(=O)[nH]1)Nc1ccc(F)cc1,?
Cc1ccc(N(C(=O)Cc2ccccc2)C2C=CS(=O)(=O)C2)cc1 (stereo unspecified),i
CCOc1ccccc1-c1cncc2ccccc12,i
Cc1cccc(OC(=O)c2cc3cc(Br)ccc3oc2=O)c1,i
COc1ccc(C2CC(c3ccccc3O)=Nc3ncnn32)cc1 (stereo unspecified),i
Cc1cc(NC(=O)CCS(=O)(=O)c2ccc(Br)s2)ccc1Br,i
COC(=O)c1ccccc1C(=O)N1CCCC(CCC(=O)Nc2ccc(F)cc2C)C1 (stereo unspecified),i
CCCc1cc(C(=O)NCCC2CN(C)CCO2)ccn1 (stereo unspecified),i
O=C(Nc1ccccc1C1CC1)c1ccc(Cl)cc1,i
CN1CCN(C2=NC(=O)/C(=C\c3ccc(N(C)C)cc3)S2)CC1,i
CCOc1ccc(N=Cc2cc(Br)c(OC)cc2OC)cc1,?
CCCCCNC(=O)C1CCC(Cn2c(=O)c3sccc3n(CC(=O)N3CCCC3)c2=O)CC1 (stereo unspecified),i
O=C(Nc1ccc2nc(-c3ccco3)c(-c3ccco3)nc2c1)N1CCOCC1,36.0%*
CCCCNc1nc2c(c(=O)n(Cc3cccc(Br)c3)c(=O)n2C)n1C,32.0%*
CCC(SC1=NCCS1)C(=O)Nc1ccc(S(N)(=O)=O)cc1 (stereo unspecified),i
Cc1ccc(N=C/C=C/C=C/Nc2ccc(C)cc2)cc1,?
Fc1ccccc1-c1cnnc(N2CCN(CCOc3ccccc3)CC2)n1,?
SMILES,ST2 IL33 inh
O=C(/C=C/c1ccco1)N(CC1CCN(C2Cc3ccccc3C2)CC1)CC1CCCO1 (stereo unspecified),?
COc1ccc(C)cc1S(=O)(=O)N1CCN(c2nc(C)cc(N3CCCCC3)n2)CC1,?
COc1cc(Cl)c(C2Oc3nc(SC)nnc3-c3ccccc3N2C(C)=O)cc1OC (stereo unspecified),i
CCCCOc1ccc(C(=O)Nc2cc3cc(Br)ccc3oc2=O)cc1,i
Cc1ccsc1S(=O)(=O)NC(CC(C)C)c1nnc2n1CCNCC2 (stereo unspecified),?
COc1ccc2nc(NC(=O)CCCc3nc4cccnc4n3Cc3ccc(F)cc3)sc2c1,?
Cc1cc(Br)c(O)c(C=Nc2ccc(N3CCOCC3)cc2)c1,?
COc1cc(Cl)ccc1OCc1cc(C(=O)N2CCN(C)C[C@@H]2c2ccccc2)no1,i
COc1cc(OC)c(OC)cc1CN1CCN(c2ccccc2OC)CC1,?
O=C(NCc1ccco1)c1cccn2c(=O)c3sccc3nc12,?
CN(C)c1ccc(C2CC(c3ccc(Br)cc3)=NN2C(=O)CCC(=O)O)cc1 (stereo unspecified),?
Cc1csc(NC(=O)c2cccnc2)n1,i
O=S(=O)(N=C(Nc1cccc(O)c1)c1ccccc1)c1ccc(Cl)cc1,i
Cc1nnc([C@H]2CCN(Cc3ccccc3)C2)o1,?
CS(=O)(=O)Nc1ccc(Cl)c2cccnc12,i
CC(C)N(Cc1nccn1C)C(=O)CC1C(=O)NCCN1Cc1cccc(C(F)(F)F)c1 (stereo unspecified),?
Cc1ccc(C(N)=O)c(N2CCC(O)(CO)CC2)n1,i
Cc1ccc(O)c(NC(=O)c2cc(-c3ccco3)on2)c1,i
CCCOc1ccc2oc(=O)c3c(c2c1)CCCN3C(=O)CN1CCN(C(=O)c2ccco2)CC1,i
O=C(CN1CCC(c2ccccc2)CC1)NC1CCCN(c2ncccn2)C1 (stereo unspecified),i
Cc1cccc(NC(=O)c2ccccc2Br)c1,i
COCCCNC(=O)Cn1c(=O)n(CC2CCC(C(=O)NC(C)C)CC2)c(=O)c2sccc21 (stereo unspecified),i
Cc1sc2ncn(CC(=O)N3CCCCC3)c(=O)c2c1S(=O)(=O)N1CC(C)CC(C)C1 (stereo unspecified),i
CCN1/C(=C\C(=O)c2cccc([N+](=O)[O-])c2)Sc2ccccc21,i
O=C1NC[C@@H](CCC(=O)N2CCN(c3ccccn3)CC2)N2C[C@@H](NCc3cccc(Cl)c3)C[C@@H]12,i
SMILES,ST2 IL33 inh
O=C(CN1CCN(Cc2ccc(Cl)cc2)C1=O)N1CCCCCC1,i
CCSCCOC(=O)C1=C(C)Nc2ccccc2S1,43.0%*
O=C(Cc1ccc2c(c1)NC(=O)CO2)NCc1cccnc1N1CCCCCCC1,i
Cn1c(=O)c2c(ncn2CC(=O)Nc2ccccc2Br)n(C)c1=O,i
Cc1nnsc1CN(C)C(=O)c1n[nH]c2ccccc12,?
CCOC(=O)C1(Cc2cccc(Cl)c2)CCCN(C(=O)c2cc(C(F)(F)F)[nH]n2)C1 (stereo unspecified),?
CC(=O)Nc1ccc(CN2CCN(Cc3cccc(C)n3)C(CCO)C2)cc1 (stereo unspecified),i
CC1(C)C=Cc2c(ccc3c(=O)cc(-c4ccccc4)oc23)O1,i
CCCCOc1cccc(C2C3=C(CC(C)(C)CC3=O)Nc3ccccc3N2C(=O)CC)c1 (stereo unspecified),i
COC(=O)[C@H](c1ccccc1)n1ccnc1-c1ccc(OC)c(O)c1,?
CCn1ncnc1CN(Cc1ccsc1)CC1CCCO1 (stereo unspecified),i
COc1ccc(I)cc1S(=O)(=O)N1CCN(c2ccccc2F)CC1,i
O=c1oc2ccccc2n1CCN(Cc1ccsc1)CC1CCCO1 (stereo unspecified),?
Cc1ccccc1C1CC(c2ccccc2Cl)Nc2ncnn21 (stereo unspecified),i
Cc1ccc(C(=O)/C=C/c2cccc(F)c2)o1,?
COCC(=O)Nc1ccc(-c2c(C)cccc2C)cc1,?
COc1ccc(N2C(=O)C(N3C(=O)c4ccccc4C3=O)C2c2cccc(OC)c2)cc1 (stereo unspecified),i
Cc1ccccc1NC(=O)CC(=O)NC(CC(C)C)c1ncnn1C (stereo unspecified),i
CC(C)/C=C/C(=O)N1CCCC(N2CCN(c3cccc(C(F)(F)F)c3)CC2)C1 (stereo unspecified),i
CCOC(=O)C1(Cc2ccccc2C)CCCN(C(=O)c2scc3c2OCCO3)C1 (stereo unspecified),i
O=C(CN1CCCN(Cc2cccc(Cl)c2)S1(=O)=O)NCc1ccc(F)cc1,?
CN1CCCCC1CCNC(=O)c1ccc(NCc2ccc3c(c2)OCO3)nc1 (stereo unspecified),?
O=C(/C=C/c1ccc2c(c1)OCO2)Nc1ccc(Br)cc1,?
OC(c1cccs1)C1CCN(Cc2ccc(-n3cncn3)cc2)CC1 (stereo unspecified),?
O=C(c1ccc(N2CCC(NCc3ccc(C(F)(F)F)cc3F)CC2)cc1)N1CCOCC1,?

# 6 entries out of the list, ordered by molecular weight, low to high.
SMILES,ST2 IL33 inh
COCC(=O)Nc1ccc(-c2c(C)cccc2C)cc1,?
CC(=O)Nc1ccc(CN2CCN(Cc3cccc(C)n3)C(CCO)C2)cc1 (stereo unspecified),i
Cn1c(=O)c2c(ncn2CC(=O)Nc2ccccc2Br)n(C)c1=O,i
O=C(Cc1ccc2c(c1)NC(=O)CO2)NCc1cccnc1N1CCCCCCC1,i
O=C(c1ccc(N2CCC(NCc3ccc(C(F)(F)F)cc3F)CC2)cc1)N1CCOCC1,?
COc1ccc(I)cc1S(=O)(=O)N1CCN(c2ccccc2F)CC1,i

# The main list resumes, starting 2 compounds before the break.
SMILES,ST2 IL33 inh
OC(c1cccs1)C1CCN(Cc2ccc(-n3cncn3)cc2)CC1 (stereo unspecified),?
O=C(c1ccc(N2CCC(NCc3ccc(C(F)(F)F)cc3F)CC2)cc1)N1CCOCC1,?
COc1cccc(OC)c1C(=O)Nc1c2c(nn1C(C)(C)C)CS(=O)C2 (stereo unspecified),i
O=C(c1cc2ccccc2o1)N1CCN=C1SCc1cccc(Cl)c1,?
O=C(Nc1c(C(=O)Nc2ccccc2F)oc2ccccc12)c1cccs1,i
Cc1ccc2[nH]c(CN(Cc3nccn3C)C3CC3)c(C)c2c1,i
CCN(C(=O)c1cc2c(=O)n3cccc(C)c3nc2n1C)c1cccc(C)c1,?
Nc1cc(C(=O)N2CCCCC2CCN2CCCC2=O)ccn1 (stereo unspecified),i
O=C(NCc1c(F)cccc1F)c1cn(C/C=C/c2ccccc2)nn1,i
Cc1cc(N(C)C)nc(Nc2ccc(NC(=O)c3cccc(F)c3)cc2)n1,?
O=C(O)c1cn(-c2ccccc2)nc1-c1ccccc1,i
Cc1nn(-c2ccccn2)c2c1C(=O)/C(=C/Nc1ccc([N+](=O)[O-])cc1Br)CC2,i
O=C(Nc1ccc(Oc2ccc(NC(=O)c3ccco3)cc2)cc1)c1ccco1,?
CCOc1ccc(NC(=O)c2ccccc2Br)c([N+](=O)[O-])c1,36.0%*
OCC1(O)CCN(c2nc3ccccc3s2)CC1,i
CC1=CC(C)(C)N(C(=O)CN2C(=O)c3ccccc3C2=O)c2ccc(C)cc21,?
COc1ccc(OCC(=O)Nc2ccc3nn(-c4ccc(OC)cc4)nc3c2)cc1,?
N[C@@H](Cc1c[nH]c2ccccc12)C(=O)O,i
CCc1noc(C)c1C(=O)N1CCCC2(C1)C(=O)N(C)c1ccccc12 (stereo unspecified),i
c1ccc(-c2nc3cnccn3c2NC2CCCCC2)cc1,i
CCN(CC)S(=O)(=O)c1ccc(OC)c(NC(=O)c2cc(Cl)ccc2OC)c1,i
COC(=O)c1ccccc1NC(=O)NCCc1nc2cccnc2n1Cc1ccc(C)cc1,?
Cc1ccc(C2C=C(c3ccc(Cl)cc3)Nc3nc(N4C(=O)CCC4=O)nn32)cc1 (stereo unspecified),i
Cn1c(=O)[nH]c(=O)c2c1ncn2CCN1CCOCC1,i
N#C/C(=C\N1CCOCC1)c1ccccc1,?
Cn1c(=O)c2c(nc(N3CCOCC3)n2Cc2c(F)cccc2Cl)n(C)c1=O,37.0%*
Cc1cc(C)cc(OCC(O)CN2CCN(c3ccccc3)CC2)c1 (stereo unspecified),?
O=[N+]([O-])c1cccc(C=Nc2ccccc2Cl)c1O,i
COc1ccccc1N(CC(=O)Nc1ccc(F)cc1)S(=O)(=O)c1ccc(C)cc1,?
CCOc1cccc(C(Nc2cccc(C)n2)c2ccc3ccc(C)nc3c2O)c1 (stereo unspecified),?

# Structures listed so far containing a COOH group, in the order listed:
SMILES,ST2 IL33 inh
Cn1ncc([N+](=O)[O-])c1C(=O)O,i
CN(C)c1ccc(C2CC(c3ccc(Br)cc3)=NN2C(=O)CCC(=O)O)cc1 (stereo unspecified),?
O=C(O)c1cn(-c2ccccc2)nc1-c1ccccc1,i
N[C@@H](Cc1c[nH]c2ccccc12)C(=O)O,i
